Compound activity as filed in PubChem.
m-calpain inh: blocks pig calpain II enzyme activity. purified calpain II, fluorogenic peptide substrate, 30 min. inhibition, % at 16 µM. 0.37% of 220,000 active;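 active = inhibition above about 50%, limit read from the data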
p97 inhibitor: inhibitors of human p97 ATPase; 0.42% of 220,000 active; recombinant p97 ATPase, Kinase-Glo ATP luminescence, 3 h; inhibition, % at 8 µM; P55072; in the data active = inhibition above about 15%;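 note: 0% = DMSO vehicle and 100% = wells lacking enzyme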
p47phox inh: blocks human p47phox regulatory protein of NADPH oxidases. inhibition, % at 24.7 µM. p47phox/p22phox peptide binding, fluorescence polarization, 2 h. 0.53% of 220,000 active;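 active = inhibition above about 30%, limit read from the data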;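 note: 0% = p47phox with labelled peptide and 100% = labelled peptide alone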
Target sequence (P14598 whole entry, looked up): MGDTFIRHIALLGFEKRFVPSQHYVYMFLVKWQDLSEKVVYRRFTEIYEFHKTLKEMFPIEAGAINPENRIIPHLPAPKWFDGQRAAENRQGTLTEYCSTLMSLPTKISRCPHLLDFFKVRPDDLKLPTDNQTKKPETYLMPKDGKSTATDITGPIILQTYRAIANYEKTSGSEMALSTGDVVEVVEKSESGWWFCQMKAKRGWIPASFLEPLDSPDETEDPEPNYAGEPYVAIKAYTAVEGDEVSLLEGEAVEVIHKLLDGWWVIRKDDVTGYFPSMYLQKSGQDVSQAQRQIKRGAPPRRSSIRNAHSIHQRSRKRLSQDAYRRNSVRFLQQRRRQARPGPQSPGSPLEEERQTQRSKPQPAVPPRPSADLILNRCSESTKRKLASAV
EBV gp42 block: inhibitors of Epstein-Barr virus glycoprotein 42; inhibition, % (tested at 21.74 µM); Q1HVG2; Fluorescence polarization binding assay, mP read-out; 0.42% of 220,000 active; in the data active = inhibition above about 50%
Furin inh: human furin inhibition | P09958 | purified furin, fluorogenic substrate cleavage | 0.061% of 220,000 active | inhibition, % at 30 µM; in the data active = inhibition above about 25%; note: inactives centre near -15
Target sequence (P09958 108-714 limits assumed): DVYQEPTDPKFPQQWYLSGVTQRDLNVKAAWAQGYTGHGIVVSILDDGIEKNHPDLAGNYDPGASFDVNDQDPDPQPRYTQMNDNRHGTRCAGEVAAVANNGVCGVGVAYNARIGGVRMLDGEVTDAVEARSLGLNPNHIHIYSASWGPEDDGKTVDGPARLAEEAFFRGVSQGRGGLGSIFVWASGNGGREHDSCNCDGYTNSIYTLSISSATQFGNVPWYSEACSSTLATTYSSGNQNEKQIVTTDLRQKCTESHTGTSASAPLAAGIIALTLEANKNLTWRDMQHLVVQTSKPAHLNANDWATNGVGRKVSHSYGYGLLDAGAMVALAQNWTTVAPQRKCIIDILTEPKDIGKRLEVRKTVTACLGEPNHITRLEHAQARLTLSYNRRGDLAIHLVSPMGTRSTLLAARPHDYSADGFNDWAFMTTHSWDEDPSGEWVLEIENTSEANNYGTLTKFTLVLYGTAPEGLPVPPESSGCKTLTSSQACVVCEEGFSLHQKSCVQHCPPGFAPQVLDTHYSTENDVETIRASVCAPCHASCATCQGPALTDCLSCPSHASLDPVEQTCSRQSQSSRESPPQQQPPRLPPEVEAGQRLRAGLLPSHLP
Runt-SMMHC FRET: inhibitors of human RUNX1 Runt domain binding to CBFb-SMMHC | Q01196+Q13951 | Cerulean-Runt/Venus-CBFb-SMMHC FRET ratio 530/480, 1 h | inhibition, % at 20 µM | 0.74% of 220,000 active;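 active = mean inhibition across duplicate retests at 20 µM reaching about 50%, limit read from the data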;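 note: 0% = DMSO wells and 100% = wells with excess untagged CBFb-SMMHC; inhibitors lower the FRET ratio by blocking Runt binding to CBFb-SMMHC; some results filed as inactive read as strong as hits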
RBBP9 inh: human RBBP9 hydrolase inhibition; AID 1515; 0.2% of 220,000 active; inhibition, % at 7.94 µM; recombinant RBBP9, FP-Rh probe fluorescence polarization;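 active = inhibition above the campaign mean of all tested compounds plus 3 SD, cut at about 14% in these data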;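 note: plate controls were DMSO wells with RBBP9 for no effect and wells lacking RBBP9 protein for full effect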
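Test system: recombinant human RBBP9; Timing: 30 min then 45 min, 25 °C; Detection: fluorescence polarization; Control set: RBBP9 with DMSO as uninhibited control, no-protein wells as full inhibition; Compound dosing: one concentration, 7.94 µM nominal, 0.794% DMSO; Probe or stimulus: FP-Rh activity-based probe, 375 nM before mixing.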
Tb hexokinase: T. brucei hexokinase 1 inhibition | 0.11% of 220,000 active | inhibition, % at 10 µM | recombinant TbHK1, G6PDH-coupled NADH A340 | AID 1430;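 active = inhibition of 50% or more in the single-dose primary screen; inactive = inhibition below 50%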
Runt-CBFb FRET: blocks binding of human RUNX1 Runt domain to CBFb. AID 1496. 0.46% of 220,000 active. inhibition, % at 20 µM. Cerulean-Runt/Venus-CBFb FRET ratio 530/480, 1 h;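 active = inhibition over about 50% at 20 µM in the single-dose screen, limit read from the data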;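 note: 0% = DMSO wells and 100% = excess unlabeled CBFb competitor control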
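Doses: 20 µM compound in 1% DMSO | Material: Cerulean-labeled Runt domain protein | Amount: Each fluorescent fusion protein 100 nM | Schedule: Two 1 h room-temperature incubations shielded from light | Measured by: FRET fluorescence | Evaluation: Loss of energy transfer signal | Controls: Unlabeled CBFb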
* marks the source's active call; other numbers are inactive results; i = inactive; . = no result given; [ ] = dose if it differs, or a comment.

SMILES	m-calpain inh	p97 inhibitor	p47phox inh	EBV gp42 block	Furin inh	Runt-SMMHC FRET	RBBP9 inh	Tb hexokinase	Runt-CBFb FRET
Nc1c(C(=O)NCc2ccco2)c2nc3ccccc3nc2n1CCN1CCCCC1	i	13.7	-154.8	-3.4	-5.3[20 µM]	62.6	4.4	-2.5	8.2
O=C(CSC1c2ccccc2-c2ccccc21)N/N=C/c1ccccc1C(=O)O	24.4	-1.8	0.5	-6.9	-10.1	1.2	-1.3	6.4	-1.1
CCOc1ccc(CC2(CCc3ccncc3)C(=O)NC(=O)NC2=O)cc1	-27.9	4.2	-0.9	-0.3	-25.6	0.3	2.9	2.5	-1.6
O=C(N/N=C/c1c(O)n(CCc2ccc(F)cc2)c(=O)[nH]c1=O)c1ccncc1	-55.9	8.9	-19.5	-21.6	-1.4	4.5	6.8	-15.7	-1.2
COc1cc([C@@H]2c3cc4c(cc3[C@@H](OC)[C@H]3COC(=O)[C@H]23)OCO4)cc(OC)c1O	-12.6	.	-14.6	-10.4	-37.4	-2.6	.	-5.4	20.2
Nc1ccc2c(c1)oc1ccccc12	-29.4	7.2	-9.7	-13.0	-14.4	-2.4	-7.0	6.0	-0.4
COc1ccc2[nH]cc(CCN)c2c1	-27.7	3.1	-2.3	-0.3	-1.9	2.2	1.3	-0.3	0.0
CCC(=Nc1ccc(OC)cc1OC)c1c(O)n(C2CCCCC2)c(=O)[nH]c1=O	-225.1	-4.5	-47.0	0.1	-11.9	-4.7	2.4	-18.1	7.2
CC(C)(C)n1cccc1/C=C1\C(=O)NC(=O)N(c2ccccc2)C1=O	-11.5	6.3	-1.7	1.0	-13.3	-3.1	-7.1	-4.0	-0.4
CCn1c(O)c(C=NCc2ccccc2)c(=O)[nH]c1=S	-38.5	8.0	-15.8	-23.2	-32.2	1.0	4.5	-13.0	-1.1
O=c1[nH]c(=S)n(C2CC2)c(O)c1C=NCc1ccc(F)cc1	15.0	-3.1	-40.6	-11.4	-12.4	1.4	-5.6	-9.3	3.6
COc1ccccc1OCCCn1cc(C(=O)c2ccco2)c2ccccc21	4.6	-8.2	-7.8	-1.9	-9.8[20 µM]	0.6	-7.0	-18.9	-1.1
C/C(=N\N1CCCCC1c1cccnc1)c1c(O)n(C2CCCCC2)c(=S)[nH]c1=O (centres undefined)	-42.4	-8.6	-180.5	-116.7	1.0	0.2	-13.4	-16.5	-4.6
Cn1cc(C(=O)NCc2ccccc2)c2ccccc21	-18.6	1.7	-5.3	-3.2	-11.1	2.0	-10.3	-4.4	-2.5
O=C(C[N+]12CCN(CC1)CC2)NCCc1ccc(Cl)cc1Cl	-18.0	7.8	-6.9	-24.9	-12.4	-2.7	4.4	-4.7	2.0
CC(C)CN1CCN(Cc2c(F)cccc2Cl)CC1CCO (centres undefined)	-3.7	4.0	-7.1	-17.4	-13.1	3.6	-0.4	-0.5	1.3
CCN(CC)c1ccc(/C=C/[N+](=O)[O-])cc1	-4.8	1.6	-70.2	-57.1	-19.1	-66.4	-10.6	-5.0	-29.5
CCc1ccc(/C=C(/C#N)C(N)=S)cc1	13.0	-0.9	-0.8	-3.6	-6.0	12.6	-9.1	22.0	10.6
O=C(COC(=O)Cc1ccccc1)Nc1ncc(Cl)cc1Cl	20.3	0.9	-11.3	-7.8	-21.0[20 µM]	-1.5	-6.9	5.9	-0.7
CC12CCCCC1=[N+]([O-])CN2O (centres undefined)	-1.1	7.0	-8.2	-12.2	-14.7[20 µM]	2.5	-7.1	3.5	0.9
O=C(COc1ccc(Cl)cc1)N1CCN(Cc2ccccc2)CC1	-24.2	-2.0	-10.6	-15.0	-19.9	1.2	2.4	-7.8	-2.5
O=C(CN1CCOCC1)c1ccc2cc[nH]c2c1	-173.2	-1.4	-3.9	0.0	-7.0	1.6	-1.3	-24.5	-117.2
C=C1C[C@@H]2[C@H](CC[C@]3(C)C(=O)CC[C@@H]23)[C@@]2(C)C=CC(=O)C=C12	8.5	5.1	5.0	-12.9	.	-4.0	-0.2	.	-0.9
CN(C)c1ccc(C(=O)c2ccc(N(C)C)cc2)cc1	7.8	-0.2	-9.2	-15.3	4.9[20 µM]	10.9	-7.2	-35.5	3.8
CC12CCC3C(CC=C4CC5(CCC43C)OCCO5)C1CCC2=O (centres undefined)	3.1	-3.6	-6.1	-12.0	-16.7	.	-3.3	-2.1	.

Sorted by SMILES length (ascending): some entries from above.
SMILES	m-calpain inh	p97 inhibitor	p47phox inh	EBV gp42 block	Furin inh	Runt-SMMHC FRET	RBBP9 inh	Tb hexokinase	Runt-CBFb FRET
O=C(CN1CCOCC1)c1ccc2cc[nH]c2c1	-173.2	-1.4	-3.9	0.0	-7.0	1.6	-1.3	-24.5	-117.2
Nc1c(C(=O)NCc2ccco2)c2nc3ccccc3nc2n1CCN1CCCCC1	i	13.7	-154.8	-3.4	-5.3[20 µM]	62.6	4.4	-2.5	8.2
C/C(=N\N1CCCCC1c1cccnc1)c1c(O)n(C2CCCCC2)c(=S)[nH]c1=O (centres undefined)	-42.4	-8.6	-180.5	-116.7	1.0	0.2	-13.4	-16.5	-4.6

Random excerpt: 3 records from the list.
SMILES	m-calpain inh	p97 inhibitor	p47phox inh	EBV gp42 block	Furin inh	Runt-SMMHC FRET	RBBP9 inh	Tb hexokinase	Runt-CBFb FRET
Cn1cc(C(=O)NCc2ccccc2)c2ccccc21	-18.6	1.7	-5.3	-3.2	-11.1	2.0	-10.3	-4.4	-2.5
Nc1ccc2c(c1)oc1ccccc12	-29.4	7.2	-9.7	-13.0	-14.4	-2.4	-7.0	6.0	-0.4
COc1cc([C@@H]2c3cc4c(cc3[C@@H](OC)[C@H]3COC(=O)[C@H]23)OCO4)cc(OC)c1O	-12.6	.	-14.6	-10.4	-37.4	-2.6	.	-5.4	20.2

Continued.
SMILES	m-calpain inh	p97 inhibitor	p47phox inh	EBV gp42 block	Furin inh	Runt-SMMHC FRET	RBBP9 inh	Tb hexokinase	Runt-CBFb FRET
CCCCC(=O)C1C(=O)NC(=O)NC1=O	-21.4	2.3	-3.5	-1.1	-20.5	0.1	-4.0	4.3	1.1
CC(=O)c1c(C)n(Cc2ccccc2)c2ccc(O)cc12	7.5	1.2	-1.1	-6.0	-8.5	1.1	-5.8	-8.4	0.6
Cc1nn(Cc2ccccc2)c(C)c1C(=O)OCC(=O)Nc1ccccc1SCC#N	-25.2	1.2	-7.8	-66.2	-19.5	-7.4	-9.4	1.8	-2.9
O=C(Cn1ncc2c3ccccc3n(Cc3ccccc3)c2c1=O)N1CCC2(CC1)OCCO2	-56.5	2.5	-9.0	-5.6	-13.9	-3.1	-0.7	-9.8	-3.1
Cc1ccc(C2=NC(C)(C)N3C2C3c2ccc([N+](=O)[O-])cc2)cc1 (centres undefined)	1.8	3.5	5.3	-0.2	-14.5	-0.1	-0.5	27.7	-2.1
COc1ccc(CCN)cc1OC	-11.3	.	-2.8	-26.3	-31.8	-7.3	.	-3.8	-0.2
Cc1ccccc1-n1c(O)c(/C=N/Nc2nc3c(c(=O)n(C)c(=O)n3C)n2C)c(=O)[nH]c1=S	-10.1	2.5	-39.9	-29.1	-8.1	-10.1	-6.7	-0.6	-4.0
CC(=O)c1cccc(OCC(O)CN2CC=C(c3ccccc3)CC2)c1 (centres undefined)	-37.7	-11.2	-7.6	-2.6	-7.8	-6.3	-1.6	16.4	-0.2
C=CCn1c(O)c(/C=N/N2CCOCC2)c(=O)[nH]c1=S	23.5	-3.2	-11.2	3.8	4.5	0.7	-3.2	-32.8	0.0
COc1cc(C2SCC(=O)Nc3c2c(=O)[nH]n3C2CCCCCC2)cc(OC)c1OC (centres undefined)	3.0	-7.3	-0.8	6.5	-19.2	4.8	-10.0	4.4	-0.2
CC(=O)N(C1=NCCCS1)c1ccccc1F	20.7	9.5	-1.0	-25.5	-29.9	0.9	-2.4	8.5	-0.7
Cc1ccc(S(=O)(=O)CC(C)(O)C(=O)Nc2cccc(C(F)(F)F)c2)cc1 (centres undefined)	-20.9	1.0	-11.7	-15.1	-32.6[20 µM]	0.9	-3.5	4.9	-6.5
CN1CCCC(C(=O)c2ccc(Cl)cc2)C1 (centres undefined)	-29.7	2.0	-12.2	-12.1	-26.8	-0.6	-3.7	4.7	1.4
CC(=NCc1cccnc1)c1c(O)n(-c2ccccc2C)c(=O)[nH]c1=O	7.2	5.5	-10.4	6.9	-14.4[20 µM]	0.5	6.3	4.3	-0.7
Cc1ccsc1C(=O)C1CCCN(Cc2cnc(N3CCOCC3)s2)C1 (centres undefined)	2.1	1.4	-1.4	-11.1	-15.1	1.3	0.5	-7.7	-0.6
CCOc1ccc(C2SCC(=O)Nc3c2c(C)nn3C2CCOC(C)(C)C2)cc1 (centres undefined)	-4.6	-2.6	-2.5	-18.4	-2.7[20 µM]	0.8	-5.5	-11.7	2.5
C[N+]1(C)C2CCC1CC(OC(=O)C(CO)c1ccccc1)C2 (centres undefined)	-1.5	0.4	-8.4	-24.2	-21.9	-0.9	-5.3	-0.9	.
Cc1cc(Oc2ccc(C(F)(F)F)cc2[N+](=O)[O-])c2c3c(c(=O)oc2c1)CCCC3	-25.0	-0.2	-12.7	-10.6	-26.8	2.6	-4.5	2.5	2.9
COc1ccccc1C1C([N+](=O)[O-])=C(N)Oc2c1c(=O)oc1ccccc21 (centres undefined)	23.1	7.4	-19.0	-18.1	-15.2	-4.1	-2.5	-8.0	1.4
CN1CCN(c2nccc3c2ncn3C)CC1	-10.8	4.8	-1.9	-6.0	-24.9	2.9	1.4	-0.3	-2.8
O=[N+]([O-])c1ccc(N2CCNCC2)c2ncccc12	-32.2	6.0	1.5	1.4	-9.6[20 µM]	-1.4	-2.9	-8.7	-4.5
Cc1ccc(S(=O)(=O)N2CCCCC2)cc1NC(=O)CN1CC=C(c2ccccc2)CC1	26.0	-2.6	-38.7	-43.2	-0.5	0.7	-1.8	0.2	-1.4
O=C1NC(=O)N(Cc2ccco2)C(=O)/C1=C/C=C/c1ccco1	-1.8	31.2*	-6.7	-129.4	-15.7	-31.9	0.6	-0.7	31.4
O=C(c1ccc(Cl)cc1)C1CCCN(Cc2ccc3c(c2)OCCO3)C1 (centres undefined)	-7.0	5.0	-3.0	-8.2	-23.9	0.8	3.2	2.3	1.7
CCOc1cc(CNCCc2c[nH]c3ccccc23)cc(Cl)c1OCC	-3.5	-4.7	-3.0	5.4	-1.2	5.1	-5.1	4.8	-1.0
COc1ccc(OCC(=O)N2CCN(Cc3ccc4c(c3)OCO4)CC2)cc1	5.2	4.2	-2.5	-2.4	-22.8	1.4	1.1	-0.1	0.9
COc1ccc(Oc2cc(NC(=O)c3nn(C)cc3[N+](=O)[O-])cc([N+](=O)[O-])c2)cc1	-24.2	-3.2	-11.3	-5.6	-3.1[20 µM]	-3.0	-13.1	-9.5	1.8

Some of the entries so far, field by field:
Compound: CC(=O)c1cccc(OCC(O)CN2CC=C(c3ccccc3)CC2)c1 (centres undefined)
- m-calpain inh: -37.7
- p97 inhibitor: -11.2
- p47phox inh: -7.6
- EBV gp42 block: -2.6
- Furin inh: -7.8
- Runt-SMMHC FRET: -6.3
- RBBP9 inh: -1.6
- Tb hexokinase: 16.4
- Runt-CBFb FRET: -0.2

Compound: C=CCn1c(O)c(/C=N/N2CCOCC2)c(=O)[nH]c1=S
- m-calpain inh: 23.5
- p97 inhibitor: -3.2
- p47phox inh: -11.2
- EBV gp42 block: 3.8
- Furin inh: 4.5
- Runt-SMMHC FRET: 0.7
- RBBP9 inh: -3.2
- Tb hexokinase: -32.8
- Runt-CBFb FRET: 0.0

The list is partial; rates above refer to the full screens.
